Assay outcomes from PubChem BioAssay.
SR-BI DiI-HDL act – activators of SR-BI mediated DiI-HDL uptake, primary screen, ldlA[mSR-BI] CHO cells, DiI fluorescence | 3 h; 100 = double the neutral-control signal | activation, % at 12.5 µM | hit rate 0.096% among 320,000;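 active means mean replicate activation of at least 60% and every replicate at or above 60%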;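 further: 0% = median plate neutral-control signal and 100% = twice that signal; values of inactives mirror those of a sister screen read the other way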
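Test system: SR-BI-overexpressing, LDLR-lacking CHO cells; Also added: labelled HDL, 10 µg/mL; Measured by: bottom-read cell fluorescence after medium removal, ex 550/em 595 nm; Timing: 3 h uptake period with compound, 37 °C; Buffer or medium: F12, 0.5% BSA, 25 mM HEPES; Doses: single compound concentration, delivered by pin transfer.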
CAL PDZ FP-1 – CAL PDZ peptide-binding inhibitors, primary screen, biochemical, fluorescence polarization, Cer-tagged CAL PDZ, HTS; inhibition, % at 20 µM; Golgi-associated PDZ and coiled-coil motif-containing protein (Homo sapiens), Q9HD26; AID 504414, 2011; purified CAL PDZ, TMR-peptide fluorescence polarization, 1 h; hit rate 0.02% among 330,000;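 active means highest replicate inhibition of at least 40%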;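 further: plate controls were DMSO neutral control wells for no effect and unlabeled competitor peptide control wells for full effect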
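Material: tagged CAL PDZ domain; buffer or medium: 25 mM sodium phosphate pH 7.4, 150 mM NaCl, TCEP, IgG, Thesit; compound dosing: single point, 20 µM; schedule: 1 h incubation at room temperature before polarization reading; measured by: FP readout, S and P plane fluorescence; read-out basis: percent inhibition from loss of millipolarization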
PKA-R2B activ – activators of PKA-R2B holoenzyme, primary screen, biochemical, fluorescence polarization, Cy5-IP20, human. PKA-R2B holoenzyme dissociation; R2B truncated from residue 108, S112A mutant; 0% DMSO only, 100% 113 µM cGMP. hit rate 0.079% among 340,000. cAMP-dependent protein kinase catalytic subunit beta (Homo sapiens) + cAMP-dependent …. activation, % at 11.4 µM;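 active means activation above a cutoff set at the mean over all compounds plus 3 SD, cut at about 18% in these data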;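 further: higher means more holoenzyme dissociation and a rise in polarization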
Target sequence (P31323 whole entry, looked up, other chains not shown, the tested form may be a part): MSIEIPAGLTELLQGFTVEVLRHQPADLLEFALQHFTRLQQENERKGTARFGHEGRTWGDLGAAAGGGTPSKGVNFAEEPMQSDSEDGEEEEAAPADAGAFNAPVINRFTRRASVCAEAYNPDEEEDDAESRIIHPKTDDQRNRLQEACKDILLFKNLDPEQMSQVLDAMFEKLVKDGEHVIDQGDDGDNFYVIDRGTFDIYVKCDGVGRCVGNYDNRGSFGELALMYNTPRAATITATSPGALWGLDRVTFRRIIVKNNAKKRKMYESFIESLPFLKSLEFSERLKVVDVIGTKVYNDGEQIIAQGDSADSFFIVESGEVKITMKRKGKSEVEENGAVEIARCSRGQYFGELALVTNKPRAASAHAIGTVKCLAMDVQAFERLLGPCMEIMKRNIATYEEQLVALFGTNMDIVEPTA
Rtt109 Vps75 – inhibitors of C. albicans Rtt109/Vps75 HAT, primary screen, biochemical, ThioGlo CoA-SH fluorescence, plate reader; inhibition, % at 34.9 µM; hit rate 0.16% among 330,000; purified Rtt109/Vps75, 4 h; Histone acetyltransferase RTT109 (Candida albicans (strain SC5314 / ATCC MYA-2876)), …; AID 540336, 2011;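 active means inhibition of at least 50% in every replicate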
Target sequence (Q5AAJ8 whole entry, looked up): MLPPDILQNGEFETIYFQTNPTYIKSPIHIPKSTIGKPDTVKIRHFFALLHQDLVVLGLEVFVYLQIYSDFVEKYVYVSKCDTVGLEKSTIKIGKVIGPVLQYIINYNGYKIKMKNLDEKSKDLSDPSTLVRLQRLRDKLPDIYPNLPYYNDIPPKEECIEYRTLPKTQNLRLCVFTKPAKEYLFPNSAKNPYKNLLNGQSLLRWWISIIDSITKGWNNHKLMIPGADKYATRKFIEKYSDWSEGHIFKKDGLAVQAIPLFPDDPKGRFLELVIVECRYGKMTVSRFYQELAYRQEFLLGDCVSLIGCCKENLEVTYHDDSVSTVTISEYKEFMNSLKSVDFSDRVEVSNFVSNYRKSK
RTF Ca sens act – cardiac RTF calcium sensitivity activators, primary screen, biochemical, IANBD-TnC fluorescence, EC20 calcium; Troponin I, cardiac muscle (Homo sapiens) + Troponin T, cardiac muscle (Homo sapiens) + …; IANBD-labeled TnC RTF fluorescence at EC20 calcium; 0% EC20 calcium, 100% full calcium; activation, % at 7.2 µM; hit rate 0.24% among 340,000; AID 493008, 2010;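 active means activation above the mean over all tested compounds plus 3 SD, cut at about 30% in these data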;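 further: rise in fluorescence read as greater calcium sensitivity of cardiac thin filaments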
Cardiac RTF inh – cardiac RTF calcium sensitivity inhibitors, primary screen, biochemical, IANBD-TnC fluorescence, EC70 calcium; Troponin I, cardiac muscle (Homo sapiens) + Troponin T, cardiac muscle (Homo sapiens) + …; IANBD-labeled cardiac RTF, Ca2+ fluorescence; inhibition, % at 7.15 µM; hit rate 0.12% among 340,000; AID 493244, 2011;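 active means inhibition above the mean inhibition of all tested compounds plus 3 SD, cut at about 17% in these data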;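 further: assay run at fixed EC70 calcium of 1.6 mM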
C-LANA FP – inhibitors of KSHV C-LANA binding to DNA, primary screen, biochemical, fluorescence polarization, FAM-LBS DNA, MBP-C-LANA, single point | inhibition, % at 9 µM | Kaposi's sarcoma herpesvirus LANA C-terminal domain (residues 932-1162) DNA binding | hit rate 0.078% among 340,000;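 active means highest replicate inhibition at or above 60% at 9 µM, even if other replicates fall short; inactive means all replicates below 60% inhibition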;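 further: 0% = neutral control wells and 100% = 4 µM acridine orange control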
CAL PDZ FP-2 – untagged CAL PDZ binding inhibitors, primary screen, biochemical, fluorescence polarization, HTS; inhibition, % at 24.9 µM; AID 602252, 2012; purified CAL PDZ, TMR-peptide fluorescence polarization, 1 h; hit rate 0.92% among 300,000;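 active means mean inhibition of at least 30% with at least half of replicates also reaching 30%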;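 further: 0% = DMSO neutral control and 100% = excess unlabeled competitor peptide PRC23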
DAGLB inhibitor – DAGLB lipase inhibitors, primary screen, biochemical, fluorescence, HTS; hit rate 0.059% among 340,000; AID 504411, 2011; HEK293T DAGLB membrane lysate, EnzChek fluorogenic substrate; Diacylglycerol lipase-beta (Homo sapiens), Q8NCG7; inhibition, % at 5.17 µM; in the data active means inhibition above about 34%;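 further: 0% = enzyme with vehicle and 100% = wells lacking enzyme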
Keap1-Nrf2 PPI – Keap1-Nrf2 protein-protein interaction inhibitors, primary screen, biochemical, fluorescence polarization, single point. Kelch-like ECH-associated protein 1 (Homo sapiens), Q14145. hit rate 0.15% among 340,000. AID 504523, 2011. Keap1 Kelch-Nrf2 peptide fluorescence polarization, 1536-well. inhibition, % at 9.4 µM; in the data active means inhibition above about 12%;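 further: human Keap1 Kelch domain with fluorescein labeled Nrf2 9mer peptide probe; 0% = neutral control wells and 100% = peptide positive control; higher means more block of Keap1 binding to Nrf2 peptide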
An asterisk follows results filed as active; nt = not tested or not shown.

| no. | SMILES | CAL PDZ FP-2 | Cardiac RTF inh | C-LANA FP | RTF Ca sens act | Rtt109 Vps75 | Keap1-Nrf2 PPI | DAGLB inhibitor | PKA-R2B activ | CAL PDZ FP-1 | SR-BI DiI-HDL act |
| --- | --- | --- | --- | --- | --- | --- | --- | --- | --- | --- | --- |
| 1 | CC(C)CC(=O)NC1(C(F)(F)F)C(=O)Nc2c1c(=O)[nH]c(=O)n2Cc1ccco1 (stereo unspecified) | -5 | -11 | 1.2 | -5 | 11 | -5 | -2 | -5 | -1.9 | 7 |
| 2 | O=C1c2ccccc2C(=O)N1CCC(=O)N1CCCc2ccccc21 | -4 | -1 | -0.2 | 8 | -10 | -1 | -4 | 13 | -1.3 | 3 |
| 3 | Cn1nnc(NC(=O)CSc2ccc(Cl)cc2)n1 | -1 | -10 | 0.1 | 5 | -3 | -7 | 0 | 2 | -2.6 | 11 |
| 4 | COc1ccc(C2CCCN2C(=S)Nc2ccc(C)c(C)c2)cc1OC (stereo unspecified) | 4 | -21 | -0.6 | 9 | 10 | -4 | 2 | 8 | -0.8 | -26 |
| 5 | CC(=O)Nc1cccc(/C(C)=N/NC(=O)c2c(-c3ccccc3Cl)noc2C)c1 | -1 | 4 | 2.9 | -3 | -18 | -2 | -3 | 0 | 0.0 | 16 |
| 6 | O=C(Nc1cccnc1)c1ccccc1O | 1 | -4 | 0.1 | -1 | 4 | -2 | 1 | -5 | -1.1 | nt |
| 7 | CC(=O)NS(=O)(=O)c1ccc(NC(=O)c2ccc(Cl)cc2[N+](=O)[O-])cc1 | 5 | -4 | 0.6 | -5 | 0 | 1 | -1 | -5 | 0.3 | -28 |
| 8 | CCOC(=O)N1CCN(C(=O)c2ccc(CSc3ccc(Cl)cc3)cc2)CC1 | 2 | nt | 0.6 | nt | 3 | -3 | nt | nt | -0.4 | -52 |
| 9 | CCOC(=O)N1CCN(C(=O)C2CC(=O)N(c3ccc(C)cc3)C2)CC1 (stereo unspecified) | -3 | 4 | -0.2 | -2 | -8 | 4 | 0 | 11 | -1.9 | 6 |
| 10 | CC(C)c1ccc(S(=O)(=O)N2CCN(C(=O)c3cc([N+](=O)[O-])ccc3N3CCOCC3)CC2)cc1 | -3 | -4 | 0.1 | 2 | 5 | -4 | 3 | -4 | -3.6 | 0 |
| 11 | O=c1oc2cc(OCc3ccc(F)cc3F)ccc2cc1-c1ccccn1 | -1 | -2 | -0.3 | 4 | nt | -5 | 1 | -14 | -0.1 | -23 |
| 12 | COc1ccc(-n2nnnc2SCC(=O)NCc2ccco2)cc1OC | -3 | 7 | 0.9 | 3 | 5 | -2 | -1 | 2 | -0.3 | -3 |
| 13 | CCOC(=O)c1cnc2nc(COc3ccccc3)[nH]n2c1=O | -5 | -6 | 2.5 | -5 | -6 | 2 | 0 | -1 | 0.8 | -13 |
| 14 | CCOC(=O)c1c(-c2ccccc2)csc1NC(=O)CSc1nnnn1C | nt | -1 | -0.9 | 4 | -3 | 2 | -1 | 11 | -1.8 | -8 |
| 15 | O=C(NNC1CCN(Cc2ccccc2)CC1)c1ccccc1 | -5 | -2 | -0.8 | -3 | 4 | -5 | -1 | -2 | -1.4 | 3 |
| 16 | COC(=O)c1ccc2c(=O)n(CCN3CCOCC3)c(SCC(=O)Nc3ccc(C)cc3)nc2c1 | nt | -10 | -1.1 | 5 | 14 | -4 | -3 | -4 | -0.4 | -4 |
| 17 | COc1ccc(S(=O)(=O)N(C)c2ccc(C(=O)N3CCCC3)cc2)cc1 | -1 | -9 | 1.0 | -2 | 0 | 3 | -1 | 8 | -2.9 | 5 |
| 18 | Cc1sc(NC(=O)c2ccccc2)c(C(=O)N2CCN(C)CC2)c1C | -5 | 3 | 1.9 | 2 | -4 | 2 | -3 | -3 | nt | -5 |
| 19 | S=C(Nc1cccc(Br)c1)N1CCn2cccc2C1c1cccnc1 (stereo unspecified) | -4 | -7 | 0.5 | -1 | -4 | 3 | 2 | -1 | -2.0 | -9 |
| 20 | COc1cc(/C(C)=N/NC(=O)c2nnn(-c3nonc3N)c2-c2cccs2)ccc1O | -3 | 6 | -1.4 | -6 | -1 | 2 | -1 | 2 | -2.2 | -22 |
| 21 | COc1ccc(N2CCN(Cc3nc(-c4ccccc4)no3)CC2)cc1 | 2 | 2 | 0.6 | -2 | -3 | 1 | -3 | -8 | 0.1 | 18 |
| 22 | Cc1cc(-c2nc3ccccc3o2)c2ccccc2n1 | -3 | -2 | 0.0 | 0 | nt | -8 | -6 | -8 | -3.5 | -8 |
| 23 | CCOc1ccccc1C1C(C(N)=O)=C(C)Nc2nc(CCCO)nn21 (stereo unspecified) | nt | -6 | -2.2 | -4 | 18 | 2 | 0 | 6 | 0.8 | 4 |
| 24 | Cc1ccc(C(=O)CSc2nnc(-c3ccco3)n2Cc2ccccc2)cc1 | 0 | -6 | 0.6 | 0 | 1 | 1 | -1 | 3 | -1.7 | 3 |
| 25 | CCN(CC)C(=O)c1sc2nc(-c3ccccn3)[nH]c(=O)c2c1C | 4 | -12 | -0.1 | -2 | 12 | -4 | -1 | 0 | -0.5 | nt |
| 26 | CC(C)CN1CCC(=O)N(CCC#N)CC1 | 0 | -13 | -0.7 | -2 | -1 | -3 | -1 | -12 | -0.5 | 10 |
| 27 | COc1ccc(-c2csc(-n3cccn3)n2)cc1 | -2 | -8 | 1.2 | 8 | nt | -1 | -9 | 1 | -3.7 | 4 |
| 28 | COc1cc(NC(=O)CCc2nnc3ccc(N4CCOCC4)nn23)cc(OC)c1OC | 3 | -6 | 1.2 | -10 | -9 | 3 | -2 | -1 | -2.4 | -6 |
| 29 | OCCC1CN(Cc2c(F)cccc2Cl)CCN1C1CCCCC1 (stereo unspecified) | -2 | 7 | -1.2 | 4 | -1 | -3 | -3 | 1 | 1.0 | 39 |
| 30 | CC(=O)c1cccc(NC(=O)c2cccc(NC(=O)c3ccco3)c2)c1 | -3 | 2 | 2.3 | -3 | -6 | -8 | 1 | -2 | nt | -34 |

The closing two entries of the section before come first, to join the parts:
| no. | SMILES | CAL PDZ FP-2 | Cardiac RTF inh | C-LANA FP | RTF Ca sens act | Rtt109 Vps75 | Keap1-Nrf2 PPI | DAGLB inhibitor | PKA-R2B activ | CAL PDZ FP-1 | SR-BI DiI-HDL act |
| --- | --- | --- | --- | --- | --- | --- | --- | --- | --- | --- | --- |
| 29 | OCCC1CN(Cc2c(F)cccc2Cl)CCN1C1CCCCC1 (stereo unspecified) | -2 | 7 | -1.2 | 4 | -1 | -3 | -3 | 1 | 1.0 | 39 |
| 30 | CC(=O)c1cccc(NC(=O)c2cccc(NC(=O)c3ccco3)c2)c1 | -3 | 2 | 2.3 | -3 | -6 | -8 | 1 | -2 | nt | -34 |
| 31 | CC(=O)NC(=S)Nc1cccc(S(=O)(=O)NC2=NCCC2)c1 | -1 | 6 | 1.4 | 0 | -6 | 1 | -2 | -6 | 0.0 | 28 |
| 32 | Cc1nc(C(F)(F)F)nc(Nc2ccc(Br)cc2)c1C#N | -2 | -4 | -4.1 | -4 | -16 | 1 | -8 | 5 | -0.6 | -28 |
| 33 | CN(C)C(=S)c1ccccc1 | nt | nt | -1.2 | nt | -1 | -4 | nt | nt | -0.6 | 4 |
| 34 | O=C(COc1ccc2ccc(=O)oc2c1)N1CCN(C(=O)C2COc3ccccc3O2)CC1 (stereo unspecified) | nt | -3 | 0.3 | -6 | 0 | 1 | -3 | -4 | -0.1 | -41 |
| 35 | O=C(CN1c2cccc3cccc(c23)S1(=O)=O)NC1CCCCC1 | -1 | -4 | 1.0 | 3 | -1 | 2 | -3 | 3 | -2.5 | nt |
| 36 | O=c1[nH]c2ccccc2n1CCCSc1cnc2ccccc2n1 | -2 | -9 | 0.0 | 1 | -10 | -4 | 3 | 7 | -1.8 | nt |
| 37 | Cc1c(Cl)cccc1NC(=O)CCC(=O)c1cccs1 | 0 | -6 | 1.2 | -2 | -3 | -8 | 1 | 4 | 0.1 | nt |
| 38 | CC(=O)c1cccc(NC(=O)c2nccnc2C(=O)O)c1 | 2 | -8 | -0.9 | 8 | -13 | 2 | -3 | -2 | nt | 24 |
| 39 | COCCN1Cc2cccc(C(=O)Nc3cccc(C)c3C)c2C1=O | -7 | 3 | 0.3 | 2 | -9 | -3 | 0 | -4 | 0.5 | -7 |
| 40 | Cc1cc(NC(=O)CCC(=O)N(Cc2ccco2)C(C(=O)NC2CCCCC2)c2ccccc2)no1 (stereo unspecified) | 39* | 0 | 0.7 | 2 | 1 | -4 | 8 | 10 | -1.1 | 3 |
| 41 | O=C(CN1CCCCCC1)Nc1ccc(F)c(F)c1F | -2 | 0 | 2.3 | -1 | -5 | -5 | -1 | -14 | -0.1 | 6 |
| 42 | COc1ccc(OC)c(N(CC(=O)N2CCCC2)S(=O)(=O)c2ccc(C)cc2)c1 | 5 | -18 | -1.1 | -2 | -15 | -1 | 0 | 2 | -1.1 | 20 |
| 43 | COc1ccc2c(c1)[nH]c1c(=O)n(CCc3cnc[nH]3)cnc12 | -5 | -24 | -1.1 | 5 | -6 | -2 | 4 | 10 | nt | -2 |
| 44 | O=[N+]([O-])c1nn(-c2ccc(Cl)cc2)n(O)c1=NCc1cccnc1 | -2 | -13 | 0.1 | 4 | -2 | -2 | -4 | 0 | -2.5 | 11 |

Printed as active in CAL PDZ FP-2, of those listed so far:
| no. | SMILES | CAL PDZ FP-2 | Cardiac RTF inh | C-LANA FP | RTF Ca sens act | Rtt109 Vps75 | Keap1-Nrf2 PPI | DAGLB inhibitor | PKA-R2B activ | CAL PDZ FP-1 | SR-BI DiI-HDL act |
| --- | --- | --- | --- | --- | --- | --- | --- | --- | --- | --- | --- |
| 40 | Cc1cc(NC(=O)CCC(=O)N(Cc2ccco2)C(C(=O)NC2CCCCC2)c2ccccc2)no1 (stereo unspecified) | 39* | 0 | 0.7 | 2 | 1 | -4 | 8 | 10 | -1.1 | 3 |
